HCMV antiviral = inhibitors of human cytomegalovirus; AID 1259415; HFF cells, HCMV-luciferase reporter, 72 h; stronger effect = lower value; activity change, negative = inhibition, % at 57.5 µM; 410,000 compounds, 4.5% hits; in the data active means activity change below about -60%; inconclusive means no clear call, values can overlap the other calls; inactive means above about -39%
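After 16 h attachment at 37C, HFF cells received test compound and HCMV-luciferase (1 PFU/cell); reporter luminescence read 72 h later, data normalized against buffer-only and known inhibitor Salinomycin.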
AmpC detergent = AmpC beta-lactamase inhibition with detergent present. 370,000 compounds, 0.041% hits. AmpC hydrolysis of nitrocefin, absorbance 480 nm, 0.01% Triton. Potency, µM (titrated, usually from 114 µM), inactives show at the top dose activity change, negative = inhibition, hits mostly inhibitors;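 further: potency means the concentration at half of the fitted maximal effect; 0% = no-compound wells and -100% = no-enzyme wells; nearly all actives have a fitted effect of over 25% in size; some results filed as inactive show a strong effect at the top dose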
Target sequence (P00811 whole entry, looked up): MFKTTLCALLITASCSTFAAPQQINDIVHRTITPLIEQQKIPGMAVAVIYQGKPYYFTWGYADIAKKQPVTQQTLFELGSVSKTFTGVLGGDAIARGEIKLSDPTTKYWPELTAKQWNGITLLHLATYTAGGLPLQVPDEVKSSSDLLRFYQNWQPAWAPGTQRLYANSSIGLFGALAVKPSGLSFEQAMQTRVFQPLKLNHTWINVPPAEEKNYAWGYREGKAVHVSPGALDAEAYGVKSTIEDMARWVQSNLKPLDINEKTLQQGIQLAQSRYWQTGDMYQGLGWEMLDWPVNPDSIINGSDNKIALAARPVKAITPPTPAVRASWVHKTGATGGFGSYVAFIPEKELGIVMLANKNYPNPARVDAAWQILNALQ
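AmpC (5.3 nM in the dispensed reagent) in 20 mM phosphate pH 7.0 with 0.01% (detergent screen) or 0.0001% Triton X-100 was preincubated with compounds for 15 min at room temperature. Nitrocefin was then added from an 800 uM solution, and hydrolysis was followed at 480 nm.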
AmpC inh no detg = AmpC beta-lactamase inhibition without detergent | P00811 | AmpC nitrocefin hydrolysis, absorbance 480 nm, 0.0001% Triton | Potency, µM (highest dose often 57.1 µM), without a hit: top-dose activity change, negative = inhibition, usual class: inhibitors | 330,000 compounds, 0.52% hits | AID 485341;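 further: potency means the concentration at half of the fitted maximal effect; plate controls were no compound for no effect and no enzyme for full effect; nearly all actives have a fitted effect of over 20% in size; some results filed as inactive show a strong effect at the top dose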
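20 mM phosphate pH 7.0 + 0.01% (detergent screen) or 0.0001% Triton X-100; 5.3 nM AmpC reagent; cpd preinc 15 min RT; nitrocefin (800 uM stock) to start; A480 q20 s × 4 min; Activity was normalised to no-enzyme and no-compound control wells.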
LmPK inhibitor = inhibitors of Leishmania mexicana pyruvate kinase; Q27686; purified LmPK, Kinase-Glo ATP luminescence, 1 h; Potency, µM (highest dose often 57.5 µM), for the others: at the top dose activity change, negative = inhibition, hits mostly inhibitors; 290,000 compounds, 0.37% hits; AID 1721; further: potency means the concentration at half of the fitted maximal effect
Target sequence (Q27686 whole entry, looked up): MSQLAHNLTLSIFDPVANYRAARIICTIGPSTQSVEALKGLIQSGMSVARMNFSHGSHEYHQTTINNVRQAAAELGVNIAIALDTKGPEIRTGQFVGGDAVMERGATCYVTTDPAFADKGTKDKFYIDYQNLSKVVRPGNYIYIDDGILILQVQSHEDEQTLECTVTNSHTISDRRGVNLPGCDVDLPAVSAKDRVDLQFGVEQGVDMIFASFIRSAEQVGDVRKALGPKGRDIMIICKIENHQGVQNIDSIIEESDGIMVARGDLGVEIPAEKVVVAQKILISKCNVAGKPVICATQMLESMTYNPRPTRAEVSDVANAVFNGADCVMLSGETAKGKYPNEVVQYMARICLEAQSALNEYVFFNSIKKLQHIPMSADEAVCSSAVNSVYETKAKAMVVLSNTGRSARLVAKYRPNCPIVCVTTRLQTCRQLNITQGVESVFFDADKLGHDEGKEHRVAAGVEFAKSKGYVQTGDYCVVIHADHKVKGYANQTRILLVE
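Screened at intermediate enzyme activity to detect both inhibitors and activators: LmPK at 0.1 nM, with a 0.5 nM enzyme column as activation reference. PEP 0.5 mM, ADP 0.1 mM; ATP detected by luminescence after 1 h.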
Tb PYK inh = T. brucei pyruvate kinase inhibition; 410,000 compounds, 0.12% hits; Q57TT1; TbPYK enzyme, Kinase-Glo Plus ATP luminescence, 45 min; Potency, µM (top dose mostly 76.8 µM), inactives show at the highest dose activity, negative = inhibition, hits mostly inhibitors; AID 624173; further: potency means the concentration at half of the fitted maximal effect; nearly all actives have a fitted effect of over 50% in size
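Enzyme and substrate buffer are dispensed first and compound is pin-transferred. ADP at 130 uM final then starts the reaction, which runs 45 min at room temperature. Detection reagent is added for 10 min before luminescence is imaged.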
AMA1 RON2 block = inhibitors of Plasmodium falciparum AMA1-RON2 interaction; AlphaScreen AMA1-biotinylated RON2 peptide binding; Potency, µM (series often up to 58.2 µM), inactives show at the top dose activity change, negative = inhibition, most hits filed as inhibitors; 360,000 compounds, 0.2% hits;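 further: potency means the concentration at half of the fitted maximal effect; 0% = vehicle wells and -100% = peptide control; nearly all actives have a fitted effect of over 45% in size; some results filed as inactive show a strong effect at the top dose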
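AMA1 (3D7) with his tag at 25 nM final met compounds first, then biotinylated RON2 peptide at 25 nM; detection used donor plus acceptor beads, 10 µg/mL apiece, read by AlphaScreen after 30 min at room temperature.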
Sm TGR inh = S. mansoni TGR enzyme inhibition; Q962Y6; purified TGR, DTNB reduction, TNB absorbance 405 nm; Potency, µM (doses to about 114 µM), inactives show at the highest dose activity change, negative = inhibition, actives largely listed as inhibitors; 360,000 compounds, 3% hits; further: potency means the concentration at half of the fitted maximal effect; nearly all actives have a fitted effect of over 60% in size
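Kinetic colorimetric format: TGR-catalysed, NADPH-driven DTNB reduction monitored via TNB absorbance. Enzyme dispensed at 20 nM; compound exposure 15 min at room temperature before reaction start.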
* = called active by the depositor; ? = inconclusive; . = no result given; & = joins results of further samples; [ ] = remark or other dose. Unless noted, the call rests on the fitted dose curve; in most records, active means well fitted curve in the direction sought with a large enough effect; inconclusive means small, poorly fitted or top-dose-only effect, or another doubt; inactive means no such curve, though single readings can be large; an effect the other way counts as inactive or inconclusive. Unless noted, on the % scale 0 is the no-effect control and ±100 the full control effect.

SMILES	HCMV antiviral	AmpC detergent	AmpC inh no detg	LmPK inhibitor	Tb PYK inh	AMA1 RON2 block	Sm TGR inh
O=C(CCl)N(Cc1cc(=O)[nH]c2ccccc12)c1ccccc1	-100*	-7%	-12%	2%	5%	-22%	3.5µM*
COc1ccc(Cc2c(-c3ccc(Cl)cc3)nc3cc(C)c(Br)c(C)n23)c(C)c1	62	.	.	.	-4%	-7%	.
O=C(Cn1c2ncccc2c(=O)n1-c1ccccc1)NCc1ccccc1	?	5%	.	.	18%	.	-14%
CCOc1ccc(NC(=O)c2c(NC(=O)c3ccncc3)sc3c2CCC(C(C)(C)C)C3)cc1 (stereo not given)	13	8%	.	.	1%	.	5%
Cc1ccc(CCNC(=O)C2CCC(=O)N2Cc2ccc(F)cc2)cc1 (stereo not given)	.	-13%	17%	8%	-3%	-7%	9%
CCc1cc(=O)oc2c3c(cc(OCC(=O)NCCCC(=O)O)c12)OC(C)(C)CC3	-7	-10%	-18%	-6%	0%	-3%	12%
Cc1noc(C)c1NC(=O)Nc1ccc2c(c1)C(=O)N([C@H](C)CO)C[C@H](C)[C@@H](CN(C)C(=O)Nc1ccc3c(c1)OCO3)O2	-6	.	0%	.	-2%	0%	.
Cn1c(=O)c2cn(-c3ccc4c(c3)OCCO4)cc2n(C)c1=O	68	-2%	-52%	5%	1%	17%	?
CC1(c2ccc(Cl)cc2)NC(=O)CS1 (stereo not given)	-33	-3%	6%	6%	-4%	-4%	4%[57.1 µM]
COc1cc(NC(=O)CN2C(=O)C(c3ccccc3)=NC2(C)C)cc(OC)c1	?	2%	3%	5%	5%	3%	7%
Cc1ccc(S(=O)(=O)N2CCN(C(=O)CNC(=O)c3ccc(Br)o3)CC2)cc1	-25	0%	-6%	.	-1%	6%	-9%
Cc1ccc(N(CC(=O)Nc2ccccc2C(=O)NCc2ccco2)S(=O)(=O)c2ccccc2)cc1C	5	?	-23%	3%	-4%	-16%	-15%
CC(C)n1ncc2c(C(=O)N3CCN(Cc4ccc(Br)s4)CC3)cc(C3CC3)nc21	-24	-16%	-2%	.	1%	14%	-28%
CCN(C[C@H]1N[C@@](CC)(C(=O)OC)[C@H]2C(=O)N(C)C(=O)[C@@H]12)C(=O)COC	-4	.	-19%	.	-1%	2%	.
CCOc1ccc(NS(=O)(=O)c2ccc(C(=O)N3CCCCC3)cc2)cc1	-33	6%	41%	-6%	0%	7%	-3%
COC(=O)c1ccc(CNC(=O)c2ccc(OC)c(S(=O)(=O)NC3CCCC3)c2)cc1	8	1%	-9%	.	-2%	-8%	-11%
COC(=O)c1cc(Br)c(=O)n(Cc2cccnc2)c1	-24	?	-10%	1%	2%	-7%	2%
CC(=O)Nc1ccc(C(=O)Nc2cc(C)on2)cc1	27	3%	-15%	-3%	0%	14%	1%
CC(=O)Nc1ccc2c(c1)nc(C)n2-c1ccccc1	13	-4%	-1%	5%	7%	-1%	0%
C=CCn1c(C)cc(C(=O)COC(=O)/C=C/c2cccc(OC)c2)c1C	?	1%	-27%	2%	-3%	-15%	5%
CC(C)NC(=O)COC(=O)c1ccc(NS(=O)(=O)c2ccc3c(c2)OCCO3)cc1	33	2%	-20%	10%	3%	3%	4%
Cc1cc(C)cc(NS(=O)(=O)c2coc(C(N)=O)c2)c1	37	?	-4%	-3%	-2%	12%	7%
COc1ccc(C2CC(=O)Nc3cc(C)c(C)cc32)c(OC)c1OC (stereo not given)	43	?	14%	7%	-13%	-3%	6%
N#C/C(=C\c1cccc(Oc2ccccc2)c1)C(=O)N1CCOCC1	-17	-11%	34%	5%	-16%	29%	.
Cc1ccc(NC(=O)c2ccc(CSc3nnnn3C)cc2)cc1	41	-1%	-13%	4%	0%	1%	3%

(continued)
SMILES	HCMV antiviral	AmpC detergent	AmpC inh no detg	LmPK inhibitor	Tb PYK inh	AMA1 RON2 block	Sm TGR inh
O=C(NCc1ccncc1)[C@@H]1CCCN1C(=O)[C@H]1CCCN1C(=O)c1cccc2ccccc12	-3	.	.	.	3%	-5%	.
O=C(NCc1ccc(F)cc1)c1cc(C2CCCCN2C(=O)c2cccs2)on1 (stereo not given)	-4	.	.	.	-1%	-3%	.
N#C/C(=C\c1cccs1)C(=O)Nc1ccccn1	-29	0%	-16%	?	0%	-11%	-8%
Nc1sccc1C(=O)c1ccc(Cl)cc1	8	1%	-56%	0%	-8%	-30%	-13%
COc1ccc(CN2CCCC(C(=O)c3sccc3C)C2)cc1O (stereo not given)	20	7%	-25%	3%	7%	-12%	7%
Clc1ccc(Cl)c(OCCN2CCCC2)c1	71	-13%	-22%	2%	0%	8%	1%
COc1ccc(C)cc1-n1cnc2sc(C)c(C)c2c1=O	24	.	.	.	-1%	-7%	.
COc1ccc(C(=O)Nc2nc(CC(=O)NCCc3ccccc3OC)cs2)cc1	2	-18%	-3%	.	0%	-5%	-19%
CCOC(=O)C1CSc2[nH]c(=O)sc2C1c1ccccc1 (stereo not given)	5	?	3%	15%	-26%	-16%	-15%
CN(C)c1nc(-c2ccccc2)ncc1S(=O)(=O)c1ccccc1	40	6%	-1%	0%	-9%	9%	.
Nc1cc(C(=O)N2CCN(c3ccc([N+](=O)[O-])cc3)CC2)ccc1N1CC2CC(C1)c1cccc(=O)n1C2 (stereo not given)	-11	-1%	202%[activator]	4%	-2%	0%	6%
CCOc1ccccc1N1CCN(C(=O)C(Sc2ccccc2)c2ccccc2)CC1 (stereo not given)	17	-1%	9%	1%	0%	-9%	2%
Cc1cccc(CSCCNC(=S)Nc2ccccc2)c1	?	-5%	-34%	4%	-3%	3%	3%
COc1cccc(C(=O)NCC(c2ccco2)N2CCc3ccccc3C2)c1 (stereo not given)	-9	-9%	-7%	.	-11%	4%	4%
COc1cc(C(=O)Oc2cccc(C(=S)N3CCOCC3)c2)cc(OC)c1OC	6	1%	73%[activator]	-2%	-10%	-21%	-10%
CC1CN(CCCCOc2ccc(F)cc2)CC(C)O1 (stereo not given)	-22	?	-6%[2.29 µM]	-6%	-2%	-8%	3%
COc1ccc(OC)c(NC(=O)c2cc3cc(C)ccc3n2C)c1	8	15%	.	.	-2%	.	-4%
CC(=O)c1ccc(NC(=O)C2CCCNC2=O)cc1 (stereo not given)	47	-1%	-19%	6%	4%	0%	3%
Nc1ccc(N=Nc2ccc(N)cc2)cc1	15	3%	-23%	-1%	3%	-10%	-12%
NC(=O)C1CCN(c2nc(-c3ccccc3F)cs2)CC1	111	-14%	38%&50%	.	?	.	4%
CCC(=O)NNC(=O)CCC(=O)Nc1ccc(C)cc1C	-22	?	-14%	1%	-21%	29%	-2%
CCN(C(=O)c1ccc(NC(=O)C2CCCCC2C(=O)O)cc1)c1ccccc1 (stereo not given)	-8	.	.	.	-5%	-6%	.
Cc1c(Cl)cccc1NC(=O)CSc1ncnc2c1cnn2CCc1ccccc1	11	-4%	-23%	8%	-2%	23%	2%
Cc1cc(NC(=O)COC(=O)c2cc(S(=O)(=O)N(C)c3ccccc3)ccc2Cl)no1	-7	-3%	-41%	10%	-28%	2%	-1%
Clc1ccccc1SCc1nc2ccccc2[nH]1	-27	-10%	-22%	-13%	4%	4%	0%

Remaining list, next part:
SMILES	HCMV antiviral	AmpC detergent	AmpC inh no detg	LmPK inhibitor	Tb PYK inh	AMA1 RON2 block	Sm TGR inh
O=C(c1cccc(F)c1)N1CCC(c2c[nH]c3ccccc23)(c2c[nH]c3ccccc23)CC1	-22	18%	.	.	-6%	.	-2%
O=C(COC(=O)C12CC3CC(CC(Br)(C3)C1)C2)Nc1ccc2[nH]c(=O)[nH]c2c1	-11	-1%	32µM*	.	-10%	0%	5%
O=C(COC(=O)c1ccc(O)cc1O)NNC(=O)c1cccs1	19	3%	-14%	.	-2%	23%	-4%
Nc1ccc(Br)cc1	?	.	.	.	-4%	5%	.
COc1ccc(NC(=S)N2CCC(C(=O)c3ccc(F)cc3)CC2)c(OC)c1	2	-11%	-3%	2%	-1%	-9%	-19%
COC(=O)c1ccc(NS(=O)(=O)c2ccc(OC)cc2)cc1	-7	2%	-13%	0%	-9%	10%	6%
O=C(c1ccc(COc2ccccc2Cl)o1)N1N=C(C(F)F)CC1(O)C(F)F (stereo not given)	?	6%	-11%	4%	-6%	30%	-2%
Cc1cccc(C)c1NC(=O)CSc1nc2ccccc2c(=O)[nH]1	35	-11%	-25%	1%	-1%	5%	-21%
COc1ccc(C(=O)NC(c2ccccc2Cl)c2cc(Cl)c3cccnc3c2O)cc1 (stereo not given)	-98*	-1%	.	.	0%	.	4%
